# HSP90 inh = HSP90 inhibitors, primary screen, cell lysate, luminescence | Heat shock protein HSP 90 (rabbit reticulocyte lysate; luciferase refolding) | inhibition, % at 5.6 µM | Rabbit reticulocyte lysate, luciferase refolding luminescence, 3 h | hit rate 0.91% among 290,000;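 active = inhibition above the screen-wide mean plus 3 SD, computed separately per campaign, cut at about 16% in these data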;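 note: 0% = DMSO wells and 100% = 60 µM geldanamycin wells; inhibitors lower the luminescence because luciferase stays unfolded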
# HIF activator = HIF pathway transcriptional activators, primary screen, cell-based, U2OS HRE-luciferase, luminescence. activation, % at 7.5 µM (by protocol). hit rate 0.32% among 300,000. U2OS HRE-luciferase reporter; normalized: DMSO 0%, desferrioxamine 100%. AID 1910, 2009;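 active = mean activation of at least 10% of the iron chelator positive control signal, with at least half of replicates also reaching 10%; inconclusive = mean and replicate majority disagree about reaching 10%; inactive = mean and most replicates under 10%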
# HSF1 inhib = HSF1 inhibitors in luciferase reporter cells, primary screen, cell-based, NIH3T3, luminescence. AID 2098, 2009. hit rate 0.77% among 300,000. NIH3T3-HGL HSE-luciferase, MG132-induced, luminescence 8 h; active compounds read low. activity change, negative = inhibition, % at 7.5 µM (by protocol);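 active = more than half of replicate wells show activity change below -50%, luminescence cut by over half; inconclusive = some wells, but at most half, below -50%; inactive = no replicate well below -50%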;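 note: luciferase reports HSF-1 transcriptional activity via heat shock element; 0% = median of DMSO wells and -100% = zero luminescence signal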
# KLF5 inhibitor = KLF5 expression inhibitors, primary screen, DLD-1 cells, luminescence; DLD-1 KLF5 promoter-luciferase reporter; inhibition, % at 5 µM; hit rate 0.23% among 290,000;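 active = inhibition above a per-plate limit of that plate's mean compound inhibition plus 3 SD, cut at about 60% in these data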;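 note: 0% = DMSO wells and 100% = LY294002 at 200 µM; higher means less KLF5 promoter-driven luciferase light; inactives centre near -14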
# HSF-1 act = HSF-1 activators, primary screen, NIH3T3-HGL cells, MG132 stress, luminescence, single point | hit rate 1.7% among 300,000 | AID 504408, 2011 | activation, % at 9 µM | NIH3T3-HGL HSF-1 luciferase reporter, 8 h; 100% = twice DMSO control signal;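 active = mean replicate activation of at least 50% with a set share of replicates each reaching 50%; inconclusive = only one of those two conditions met; inactive = mean below 50% and too few replicates reaching it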;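 note: 0% = median of the neutral control wells and 100% = twice that signal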
# AI-2 QS mod = Vibrio harveyi AI-2 quorum sensing modulators, primary screen, JMH597 strain, luminescence/OD600 ratio; Vibrio harveyi JMH597 AI-2 luminescence/OD600 ratio, 9 h; active compounds read low; strain lacks LuxN and CqsS sensors; 0 = neutral-control median; activity change, % at 7.5 µM; hit rate 0.4% among 300,000; in the data active = activity change below about -75%, passing the limit was not always enough; inconclusive = no clear call, values can overlap the other calls;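 note: luminescence divided by OD600 gain over 9 h not by final OD600 alone; inactives centre near 13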
# IEC-6 cytotox = cytotoxicity in IEC-6 intestinal epithelial cells, primary screen, cytotoxicity control for KLF5 inhibitor project, cell-based, luminescence | AID 1825, 2009 | IEC-6 cytotoxicity, luminescence viability | hit rate 0.78% among 290,000 | inhibition, % at 5 µM; in the data active = inhibition above about 22%;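 note: 0% = plate median of test compound wells and 100% = cytotoxic reference compound wells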
# Platelet DG rel = inhibitors of platelet dense granule secretion, primary screen, cell-based, MLPCN, human platelets; hit rate 0.22% among 300,000; inhibition, %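 (compounds screened at 7.5 µM in platelet-rich plasma)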; human platelet-rich plasma, SFLLRN dense granule ATP release, luminescence;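 active = mean replicate score, as percent of positive control, at or above 50; inconclusive = mean below 50 but at least one replicate at or above 50; inactive = mean and every replicate below 50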
# aSyn UTR inh = MLPCN primary screen, SNCA 5' untranslated region; alpha-synuclein 5'UTR reporter, inhibitor activity; hit rate 0.82% among 300,000; inhibition, % (tested at 7.5 µM); in the data active = inhibition above about 60%; inconclusive = no clear call, values can overlap the other calls;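 note: H4 neuroglioblastoma cells stably carrying SNCA 5'UTR luciferase fusion; 0% = DMSO wells and 100% = positive control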
# SKKanGAS inh = S. pyogenes SKKanGAS growth inhibitors in kanamycin, primary screen, streptokinase expression inhibitor project, SKKanGAS strain, BacTiter-Glo luminescence; 6 h; inhibition, % at 7.5 µM; hit rate 1.3% among 300,000;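 active = mean replicate score, as percent of positive control median, at least 50; inconclusive = mean below 50 but one replicate at or above 50; inactive = mean and every replicate below 50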;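 note: strain carries kanamycin resistance gene driven by streptokinase promoter and grows in 40 µg/ml kanamycin; loss of luminescence reflects streptokinase promoter inhibition or plain growth inhibition; 0% = median of DMSO wells and 100% = positive control at its reference dose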
# Numbers without * were called inactive; u = inconclusive; x = not tested or not shown.
SMILES,HSP90 inh,HIF activator,HSF1 inhib,KLF5 inhibitor,HSF-1 act,AI-2 QS mod,IEC-6 cytotox,Platelet DG rel,aSyn UTR inh,SKKanGAS inh
CC1(C)c2ssc(=S)c2-c2ccccc2N1C(=O)c1ccco1,-3,0.6,1,-12,13,32,-3,1,5,10
C=CCn1c(SCC(N)=O)nnc1-c1cccc(Br)c1,-2,0.0,-9,9,22,28,1,-3,16,-1
NC(=O)c1oc2ccccc2c1NC(=O)c1ccccc1,5,0.9,-6,-25,4,5,10,-33,8,-6
O=C(NCc1ccncc1)c1cc(C(=O)C2CC2)c[nH]1,3,0.8,-12,17,-14,25,5,-2,-39,-4
COc1ccc2[nH]c(C)c(CCN3C(=O)OC(C)(C)C3(C)O)c2c1 (centres undefined),3,-0.1,-4,5,-6,37,-1,2,9,-5
CN(C)S(=O)(=O)N(CC(=O)N1CCN(c2ccccc2)CC1)c1ccccc1,5,-0.2,1,-24,19,19,3,-2,21,3
CCCN=Cc1c(CCC)[nH]n(-c2nc3ccccc3s2)c1=O,4,0.8,8,-5,28,53,-1,-5,-13,-18
COc1ccc(CCNc2oc(-c3ccc(OC)c(OC)c3)nc2P(=O)(OC)OC)cc1OC,-5,-0.5,-7,-19,11,19,-10,-5,17,-5
CCOC(=O)c1ccc(NC(=O)c2cc3c(s2)CCC3)cc1,0,1.3,15,-23,13,28,-6,1,-154,5
Cc1ccc(S(=O)(=O)N2CCCCC2)cc1C(=O)N(C)CC(=O)Nc1cccc(F)c1,x,1.3,1,x,5,2,x,-1,11,-3
Cc1cc(C)nc(/N=C(\N)Nc2ccc(SC(F)F)cc2)n1,3,0.3,1,-34,3,-2,7,-1,-26,6
CCc1cccc(CC)c1NC(=O)c1cccc(N)c1,-2,0.7,-1,-27,-6,22,0,-5,-1,7
O=C(Nc1nc(-c2ccc3c(c2)OCCO3)cs1)C1CCCC1,-1,2.9,28,-120,29,38,-2,-15,-151,-9
CCCNC(=S)N1CCC(n2cnc3ccccc32)CC1,-5,1.2,-6,-24,-4,2,-3,-13,3,19
COC(=O)CSC(C)C(=O)Nc1nnc(C(C)C)s1 (centres undefined),0,0.2,3,-9,3,9,-8,10,4,9
O=C(OCc1cn(-c2ccc(Cl)c(Cl)c2)nn1)c1ccccc1Cl,3,0.1,3,-1,8,-28,5,-5,-1,3
CCOc1ccc(-c2nnc(-c3snc(-c4ccc(F)cc4)c3N=CN(C)C)o2)cc1,0,-0.3,-6,26,-8,4,4,-2,0,28
COc1ccc(C(=O)/C=C2/c3ccccc3CC(C)(C)N2C)cc1OC,-2,0.1,-4,-38,5,-2,4,-4,1,4
C#Cc1ccc([C@H]2C=C(C(=O)O)O[C@@H](OCCCCO)C2)cc1,x,1.4,-2,x,-10,14,x,-5,8,0
CCOc1ccc(N(CC(=O)Nc2cccc(C)c2)S(C)(=O)=O)cc1,2,3.5,13,-63,10,9,5,-2,-86,-2
Cc1nnsc1C(=O)Nc1ccc(Cl)cc1,3,-0.2,6,-29,2,19,4,2,-16,0
COC(=O)c1ccccc1NC(=O)c1ccc(COc2ccc3c(c2)CCC3)cc1,1,0.1,1,-41,-18,16,-1,x,-25,-1
COC(=O)c1sc(NC(=O)CC(C)C)c(C(=O)OC)c1C,1,x,x,-21,x,2,-6,x,x,x
CC1CC(C)(C)NC(=S)N1CC(=O)N(C)Cc1ccccc1 (centres undefined),10,-0.1,-11,-3,-12,18,-4,9,22,1
CC(=O)c1c(C)nc(-c2ccc(Cl)cc2Cl)n1O,1,-0.1,18,-13,46,-8,1,-23,11,-6
CCCc1nnc(SCC(=O)NC2CCCCC2)n1CCOC,-2,0.4,0,-11,2,x,2,8,-7,-1
Cc1c(NC(=O)c2cc(-c3ccccc3O)on2)c(=O)n(-c2ccccc2)n1C,2,-1.5,-6,-24,-20,12,8,-5,5,-2
Cc1ccc(S(=O)(=O)CC(=O)NC(C)(C)C)cc1,6,0.1,1,0,-5,28,4,-2,-7,10
Cc1ccnc(NC(=O)c2cccc([N+](=O)[O-])c2C)c1,1,0.0,3,-39,4,14,7,0,-33,6
CC1CCCCC1NC(=O)CSc1nnc(CN2CCOCC2)n1C (centres undefined),2,0.6,-4,-13,9,11,3,1,5,-5
C/C(Cn1nnc([N+](=O)[O-])n1)=N\NC(=O)c1ccc(Cl)c(Cl)c1,0,-0.2,-7,-15,-19,-8,3,-7,-26,-4
Cc1ccc(NC(=O)CN(Cc2ccccc2)S(C)(=O)=O)cc1C,0,0.7,-13,-6,-1,3,-7,-9,-4,-9
CCC(=O)OCC(=O)Nc1ccc2c(c1)OCO2,4,0.3,4,-11,12,9,-3,0,-20,4
O=C(NC1CC1)c1ccc(CN(c2ccccc2)S(=O)(=O)c2ccccc2)cc1,2,-0.4,2,-15,-6,39,-4,7,17,11
CCOC(=O)C1=C(C)NC(=O)CC1c1cc(OC)c(OC)cc1Br (centres undefined),3,-0.1,18,7,25,-15,-8,0,2,-4
CCN(CC)CCNc1cc(C)c(C#N)c2nc3ccccc3n12,3,1.6,-5,-9,3,12,1,10,-21,-11
Cc1[nH]n(-c2nc(-c3ccccc3F)cc(=O)[nH]2)c(=O)c1CCO,1,0.0,-6,-25,15,22,2,5,9,17
CN(CCO)S(=O)(=O)c1ccc2c(c1)C(=O)c1cc(S(=O)(=O)N(C)CCO)ccc1-2,6,0.2,2,-8,-13,1,3,-8,-4,-1
CN(C)c1ccc(/C=C/c2nnnn2-c2ccccc2)cc1,-8,-26,-11,-143,-12,59,-10,-6,-157,-15
CC(C)n1cnnc1SCC(=O)Nc1cccc(S(=O)(=O)N(C)c2ccccc2)c1,3,0.0,-3,-7,-5,1,-6,2,14,-2
COc1ccc(CCNC(=S)NNC(=O)c2c(Br)c(C)nn2C)cc1OC,-1,0.0,-4,-25,4,10,1,-4,11,2
CCNC(=O)NC(=O)C(C)OC(=O)CCS(=O)(=O)c1ccc(C)cc1 (centres undefined),-4,-0.1,-3,-20,-3,x,0,-2,-2,-3
COc1ccccc1C(=O)NNC(=O)Cc1ccccc1,-5,1.6,0,7,5,18,-13,-3,-9,-9
COC(=O)c1c(C)nc(C)c2c(=O)oc3ccccc3c12,0,0.4,7,14,18,30,4,-4,-25,-3
C#Cc1cccc(C(=O)N2CCCC(Nc3cccc(F)c3)C2)c1 (centres undefined),-2,0.4,-12,-29,-27,17,4,-4,9,-1
CCOC(=O)N1CCC(Nc2ccc3nnc(-c4ccccc4)n3n2)CC1,0,-0.1,-5,-8,15,15,-3,-17,11,-6
CCOc1ccc(/C=C2\SC(=O)N(CCNC(=O)C3COc4ccccc4O3)C2=O)cc1OC (centres undefined),1,-0.3,u,1,-58,9,1,-9,2,4
NNC(=O)c1ccc(Cn2cc(Br)c(N)n2)cc1,2,0.1,2,-17,8,21,1,7,-29,-5

# Two of the compounds above, with two lines to a compound.
# The line under a structure holds: HSP90 inh | HIF activator | HSF1 inhib | KLF5 inhibitor | HSF-1 act | AI-2 QS mod | IEC-6 cytotox | Platelet DG rel | aSyn UTR inh | SKKanGAS inh
> CC(C)n1cnnc1SCC(=O)Nc1cccc(S(=O)(=O)N(C)c2ccccc2)c1
  3 | 0.0 | -3 | -7 | -5 | 1 | -6 | 2 | 14 | -2
> COc1ccc(CCNC(=S)NNC(=O)c2c(Br)c(C)nn2C)cc1OC
  -1 | 0.0 | -4 | -25 | 4 | 10 | 1 | -4 | 11 | 2

# Carrying on:
SMILES,HSP90 inh,HIF activator,HSF1 inhib,KLF5 inhibitor,HSF-1 act,AI-2 QS mod,IEC-6 cytotox,Platelet DG rel,aSyn UTR inh,SKKanGAS inh
O=C(OCC(=O)N1CCCC1=O)c1ncc(Cl)c(Cl)c1Cl,x,-0.4,-1,x,-15,13,x,-11,-17,-3
CCn1ncc(Br)c1C(=O)Nc1cccc(F)c1,4,-0.8,4,-59,8,11,5,-4,17,20
C#CCOCCOCCOCCNc1nc(N2CCN(C(=O)C([C@@H](C)CC)n3cc(C(N)CO)nn3)CC2)nc(N2CCN(C(=O)[C@H](CCC(=O)O)n3cc(C(N)Cc4ccc(O)cc4)nn3)CC2)n1 (some centres undefined),x,0.3,-6,x,-13,15,x,-2,-13,1
CC(c1ccco1)N(C(=O)c1ccc(S(=O)(=O)N2CCCCC2)cc1)c1ccccn1 (centres undefined),-3,-0.1,-1,-17,-2,7,-1,3,-1,-1
CCOC(=O)c1ccc(NC(=O)C2CC3CCC2C3)cc1 (centres undefined),x,3.2,35,x,64*,35,x,-3,-128,1
O=c1ccnc(SCc2ccccc2Cl)[nH]1,14,-0.3,-8,-16,-5,17,-7,0,10,-9
CCCCC#Cc1ccc2c(c1)COc1c3ccccc3nn1-2,x,-0.7,25,x,14,23,x,5,-53,5
CN(C(=O)COC(=O)CNS(=O)(=O)/C=C/c1ccccc1)C1CCS(=O)(=O)C1 (centres undefined),-1,0.4,4,10,25,13,-4,-7,2,4
CCOC(=O)/C(C#N)=C/c1cn(CCC(=O)O)nc1-c1ccc(OC)cc1,0,0.8,1,-5,21,13,2,3,-2,4

# Complete entries as entered above. Order of values: HSP90 inh, HIF activator, HSF1 inhib, KLF5 inhibitor, HSF-1 act, AI-2 QS mod, IEC-6 cytotox, Platelet DG rel, aSyn UTR inh, SKKanGAS inh
# CC(c1ccco1)N(C(=O)c1ccc(S(=O)(=O)N2CCCCC2)cc1)c1ccccn1 (centres undefined) as listed: -3, -0.1, -1, -17, -2, 7, -1, 3, -1, -1
# C#CCOCCOCCOCCNc1nc(N2CCN(C(=O)C([C@@H](C)CC)n3cc(C(N)CO)nn3)CC2)nc(N2CCN(C(=O)[C@H](CCC(=O)O)n3cc(C(N)Cc4ccc(O)cc4)nn3)CC2)n1 (some centres undefined) as listed: x, 0.3, -6, x, -13, 15, x, -2, -13, 1
# CCCCC#Cc1ccc2c(c1)COc1c3ccccc3nn1-2 as listed: x, -0.7, 25, x, 14, 23, x, 5, -53, 5
# CCn1ncc(Br)c1C(=O)Nc1cccc(F)c1 as listed: 4, -0.8, 4, -59, 8, 11, 5, -4, 17, 20
